# Source: PubChem BioAssay (several laboratories)
# EP2 modulator: EP2 receptor modulators, cAMP readout, primary screen, cell-based, HTRF cAMP, PGE2 stimulation. induction, % at 25 µM. EP2-expressing cells, cAMP HTRF FRET, PGE2 co-stimulation. AID 940, 2007. 260,000 compounds, 0.83% hits;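 active = compounds whose cAMP rise, as percent of the full-agonist control response, exceeds 60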;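 note: rat C6 glioma line stably carrying human EP2 under a CMV promoter; the protocol text gives 20 µM as final concentration; 100% = response of wells given 1 µM PGE2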
# S1P4 antagonist: S1P4 receptor antagonists, primary screen, cell-based. inhibition, % at 4.98 µM. Sphingosine 1-phosphate receptor 4 (Homo sapiens), O95977. 220,000 compounds, 0.26% hits. S1P4-expressing cells, antagonist mode, reporter read-out; in the data active = inhibition above about 29%;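 note: 0% = wells stimulated with agonist and 100% = vehicle wells without agonist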
# S1P4 agonist: S1P4 receptor agonists, primary screen, cell-based. S1P4-expressing cell line, agonist reporter assay. activation, % at 4.98 µM. 220,000 compounds, 0.35% hits. AID 1509, 2009; in the data active = activation above about 11%;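 note: 0% = DMSO vehicle and 100% = reference agonist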
# NPY1 pot ag: NPY-Y1 receptor potentiators or agonists, primary screen, cell-based | NPY-Y1 expressing cells, potentiator/agonist activation | activation, % at 3.6 µM | 220,000 compounds, 0.37% hits | AID 1304, 2008; in the data active = activation above about 33%, passing the limit was not always enough;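 note: cells stimulated with NPY at EC10 then isoproterenol at EC100; 0% = low agonist plus stimulus and 100% = saturating agonist plus stimulus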
# NPY-Y1 antag: NPY-Y1 receptor antagonists, primary screen, cell-based; Neuropeptide Y receptor type 1 (Homo sapiens), P25929; HEK293-CNG Y1 cells, membrane potential fluorescence; NPY at EC95, then isoproterenol; inhibition, % at 3.6 µM; 200,000 compounds, 1% hits; AID 1040, 2008;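 active = inhibition above the campaign mean inhibition of all tested compounds plus 3 SD, cut at about 20% in these data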;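 note: 0% = DMSO wells given NPY plus isoproterenol and 100% = isoproterenol alone without NPY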
#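 Test system – HEK293 Y1/CNG channel cell line · Also added – NPY agonist 25 nM, then isoproterenol 1 µM plus Ro 20-1724 25 µM · Compound dosing – one concentration, 3.6 µM, in 0.4% DMSO · Schedule – compound incubation 1 h at room temperature, readout 45 min post-stimulation · Technique – fluorescence, membrane potential probe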
# EP2 antag: human EP2 receptor antagonists, primary screen, TR-FRET cAMP, C6 glioma cells; C6 glioma cells expressing human EP2; cells stimulated with saturating PGE2; Prostaglandin E2 receptor EP2 subtype (Homo sapiens), P43116; inhibition, % at 25 µM; 260,000 compounds, 0.52% hits;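 active = percent inhibition above 40 after rounding to a whole number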;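 note: rat C6 glioma host cells with rolipram phosphodiesterase inhibitor present; the protocol text gives 20 µM as final concentration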
# NPY-Y2 PAM-ag: NPY-Y2 potentiators or agonists, primary screen, cell-based; Neuropeptide Y receptor type 2 (Homo sapiens), P49146; cells expressing NPY-Y2, potentiator/agonist read-out; activation, % at 3.6 µM; 220,000 compounds, 0.45% hits; AID 1359, 2008; in the data active = activation above about 27%;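 note: cells stimulated with NPY near EC25 plus isoproterenol at EC100; 0% = vehicle plus submaximal agonist and 100% = vehicle plus saturating agonist; some results beyond the cut were filed as inactive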
# p97 ATPase inh: inhibitors of human p97 ATPase, primary screen, biochemical. Transitional endoplasmic reticulum ATPase (Homo sapiens), P55072. recombinant p97 ATPase, Kinase-Glo ATP luminescence, 3 h. inhibition, % at 8 µM. 220,000 compounds, 0.42% hits; in the data active = inhibition above about 15%;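 note: 0% = DMSO vehicle and 100% = wells lacking enzyme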
# Target sequence (P55072 whole entry, looked up): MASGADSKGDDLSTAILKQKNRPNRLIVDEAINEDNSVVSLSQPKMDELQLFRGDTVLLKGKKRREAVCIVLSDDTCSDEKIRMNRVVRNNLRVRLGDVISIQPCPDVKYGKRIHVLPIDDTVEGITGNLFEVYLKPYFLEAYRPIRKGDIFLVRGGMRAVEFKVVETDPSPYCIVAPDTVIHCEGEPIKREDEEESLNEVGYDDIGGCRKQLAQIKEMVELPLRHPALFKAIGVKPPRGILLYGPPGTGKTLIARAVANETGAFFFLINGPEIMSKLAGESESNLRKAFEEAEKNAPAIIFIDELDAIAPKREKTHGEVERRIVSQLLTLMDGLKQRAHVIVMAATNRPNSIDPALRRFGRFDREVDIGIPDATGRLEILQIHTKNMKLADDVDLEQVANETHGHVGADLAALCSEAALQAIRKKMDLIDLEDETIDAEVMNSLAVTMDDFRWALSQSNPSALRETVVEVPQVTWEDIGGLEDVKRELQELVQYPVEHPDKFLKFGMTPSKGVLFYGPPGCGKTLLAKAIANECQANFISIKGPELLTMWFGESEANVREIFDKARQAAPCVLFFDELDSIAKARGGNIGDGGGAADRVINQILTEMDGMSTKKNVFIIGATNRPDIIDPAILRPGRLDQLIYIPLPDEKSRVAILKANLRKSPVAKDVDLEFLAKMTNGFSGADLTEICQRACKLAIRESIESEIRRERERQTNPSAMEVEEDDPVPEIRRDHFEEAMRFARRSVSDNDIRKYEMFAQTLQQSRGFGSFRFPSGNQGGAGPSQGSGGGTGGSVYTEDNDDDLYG
# eIF4E 4G PPI: eIF4E–eIF4G protein interaction inhibitors, primary screen, biochemical, uHTS, TR-FRET, eIF4GI fragment. inhibition, % at 21.7 µM. Eukaryotic translation initiation factor 4E (Mus musculus) + Eukaryotic translation …. 220,000 compounds, 0.37% hits. TR-FRET eIF4E-eIF4GI(517-606) binding, 2 h;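 active = inhibition above about 30%, limit read from the data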;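 note: 0% = full FRET control wells and 100% = background wells lacking eIF4GI fragment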
# Starred values were filed as active, the others as inactive; . = not tested or not shown; & = joins results of further samples; [ ] = remark or other dose.
# Preview:
mol	p97 ATPase inh	NPY1 pot ag	NPY-Y2 PAM-ag	NPY-Y1 antag	S1P4 antagonist	S1P4 agonist	EP2 antag	eIF4E 4G PPI	EP2 modulator
COc1ccccc1N1CCN(C(=O)C(OC(C)=O)c2ccccc2)CC1 (configuration not stated)	-1	10	-7	7	-10	-1.1	4	4	-3
O=C(Nc1ccc(N2CCCC2)c(Cl)c1)c1ccccc1[N+](=O)[O-]	3	-6	8	-1	-14	0.8	3	25[fluorescence artefact?]	-24
CCOc1cc(CNCCc2c[nH]c3ccccc23)cc(Cl)c1OCC(N)=O	5	21	8	.	3	-1.6	11	1	-43
CCC(=O)c1ccc(N2CCCCC2)c(F)c1	6	12	-7	-1	-5	0.7	3	-1	16

# Main list (from the top)
mol	p97 ATPase inh	NPY1 pot ag	NPY-Y2 PAM-ag	NPY-Y1 antag	S1P4 antagonist	S1P4 agonist	EP2 antag	eIF4E 4G PPI	EP2 modulator
COc1ccccc1N1CCN(C(=O)C(OC(C)=O)c2ccccc2)CC1 (configuration not stated)	-1	10	-7	7	-10	-1.1	4	4	-3
O=C(Nc1ccc(N2CCCC2)c(Cl)c1)c1ccccc1[N+](=O)[O-]	3	-6	8	-1	-14	0.8	3	25[fluorescence artefact?]	-24
CCOc1cc(CNCCc2c[nH]c3ccccc23)cc(Cl)c1OCC(N)=O	5	21	8	.	3	-1.6	11	1	-43
CCC(=O)c1ccc(N2CCCCC2)c(F)c1	6	12	-7	-1	-5	0.7	3	-1	16
O=C(NCC(O)CO)c1ccc2[nH]c3ccccc3c2c1 (configuration not stated)	9	17	-2	-6	-5	-0.5	6&6	0	-102&-37
Cc1ccc(C(=O)N/C(=C/c2ccco2)C(=O)Nc2cccc(C)c2)cc1	5	-17	-1	-2	-5	-0.2	18	-5[fluorescence artefact?]	14
N#C/C(=C\c1ccc[nH]1)C(=O)NCC1CCCO1 (configuration not stated)	7	5	-10	.	3	-0.1	15	5	13
Cn1ncc2c(N3CCC(Cc4ccccc4)CC3)ncnc21	-3	2	5	-1	-9	-2.0	5	-1	-26
O=C(O)CCSc1ncnc2sc(-c3ccccc3)cc12	12	19	-4	.	1	-0.5	21	2	-10
CS(=O)(=O)N1CCN(c2ccc(NC(=O)C(c3ccccc3)c3ccccc3)cc2)CC1	4	17	-10	-5	3	0.5	0	0	36
COc1ccc(-n2c(-c3ccc(Br)cc3)nc(=S)c3c2CCCC3)cc1	4	-3	-3	2	13	0.2	8	-2	43
CCn1c(=O)cc(SCC(=O)N2CCN(Cc3ccc4c(c3)OCO4)CC2)c2ccccc21	-1	-28	-23	11	0	0.5	10	2	13
CC(=O)NC1=NN(C(C)=O)C(C)(c2cccnc2)S1 (configuration not stated)	7	0	15	0	3	-0.6	12	0	22
COc1cccc(Oc2cncnc2-c2ccc(OC)cc2O)c1	-5	-32	-27	6	-3	0.3	19	0	-35
Cc1ccc(/C=N/N2CCN(Cc3ccccc3)CC2)cc1	0	-9	-12	8	-2	0.5	4	1	-17
Cn1nc([N+](=O)[O-])c(C(C#N)c2nc3ccccc3n2C)c(Cl)c1=O (configuration not stated)	2	9	11	4	-12	0.7	11	0	-29
Cc1ccc2[nH]c(=O)c(CC=C(Cl)Cl)c(C)c2c1	3	6	7	0	-11	-0.5	9	-3	30
COc1ccc(C(=O)NCc2cccs2)cc1S(=O)(=O)N1CCOCC1	-3	5	1	-1	-17	-0.3	5	-5	-5
CCOc1ccc(NS(=O)(=O)c2ccc(OCC(=O)NCCCOC)cc2)cc1	-4	-12	-9	7	-2	1.9	2	-6	-14
O=C1C=C(N2CCCCC2)C2(CCCCC2)O1	-3	6	-2	2	15	-1.1	4	0	8
CC1(C)CC(=O)C(Sc2nnc(-c3ccc(O)cc3)n2CC2CCCO2)C(=O)C1 (configuration not stated)	11	-7	0	1	-13	1.5	5&11	6	2&1
COc1ccc(C(C)=O)cc1COc1ccc(-n2cnnn2)cc1	-1	2	-11	-7	-8	2.3	8	4	-12
CCNC(=S)NNC(=O)c1csc2c1CCC(C)C2 (configuration not stated)	2	5	8	-1	9	-2.0	9	12[fluorescence artefact?]	20
c1nc(N2CCC3(CC2)OCCO3)c2[nH]cnc2n1	-2	-17	9	-3	1	1.2	12	-1	13
COc1ccc(OC)c(S(=O)(=O)n2nc(C)cc2C)c1	-2	15	-7	2	-25	-0.8	9	-2[fluorescence artefact?]	19
Cc1onc(-c2ccccc2)c1C(=O)Nc1sc2c(c1C#N)CCC(C)C2 (configuration not stated)	-7	-17	-5	-4	-26	0.3	5	9	45
C=CCn1c(SCC(=O)Nc2cc(C)nn2-c2ccccc2)nnc1C1CCCCC1	-6	-12	8	2	-10	-0.6	6	-1	34
COc1cccc(C(=O)OCn2nnc3ccccc3c2=O)c1	-1	-24	-20	4	4	0.5	7	3[fluorescence artefact?]	25
Cc1c(Cl)cccc1NC(=O)[C@@H](NC(=O)c1ccccc1Cl)C(C)C	-3	-16	4	9	-14	-2.2	3	-2	-12
O=S(=O)(c1ccc(Cl)cc1)N1CCN(Cc2c[nH]c3ccccc23)CC1	-3	15	6	6	-18	0.1	14	4	-63
COc1cc(C2CC(=O)Nc3cc(C)c(C)cc32)cc(OC)c1OC (configuration not stated)	-2	3	-1	-2	-4	0.2	6	6	13
Nn1cc(-c2ccccc2)nc1SCC(=O)Nc1cccc(S(N)(=O)=O)c1	9	7	-14	.	-7	2.0	8	1	11
CC(C)(C)n1nnnc1C(c1ccncc1)N1CCCCCC1 (configuration not stated)	3	17	10	2	-8	-2.0	6	-2	-9
CC(C)(C)OC(=O)N1CCNc2ccccc2C1	0	-2	7	6	-11	-1.4	8	-2[fluorescence artefact?]	19
O=C(Nc1cc(Cl)ccc1Oc1ccccc1)c1ccc(F)cc1	2	-59	-10	5	-7	0.3	8	3	22
COc1ccc(OCCNc2cc(N3CCCCC3)ccc2[N+](=O)[O-])cc1	0	-12	-7	7	-8	1.0	.	-11	-6
CCOC(=O)c1csc(NC(=O)c2ccc(OCC)cc2)n1	3	-25	4	-5	-2	1.9	10	1	-17
COCCNC(=O)C1CCCN(S(=O)(=O)c2c(C)noc2/C=C/c2cccs2)C1 (configuration not stated)	-7	-11	-5	.	0	-0.9	2	-12	-33
CC(=O)COC(=O)CNC(=O)c1ccc(Br)cc1	1	0	5	-2	-5	0.8	8	-3	2
Cc1ccc(CNC(=O)c2cccc(S(C)(=O)=O)c2)cc1	4	-4	-3	4	-14	1.2	12	13[fluorescence artefact?]	2
CC(C)(C)c1nc2ccccc2c2nnc(SCC(=O)NCc3ccco3)n12	3	4	16	1	-5	2.4	10&4	3	-14&-39
Cc1cc(C(=O)NCC(=O)O)c(C)o1	3	-11	6	1	-8	-3.4	11	1	5
CCOC(=O)c1ccccc1NC(=O)c1cn(-c2ccc(C)c(C)c2)c(=O)c2ccccc12	9	15	2	-1	-21	0.3	8	-1	23
COc1ccc(Br)cc1C(=O)Nc1cccc2ncccc12	2	-8	-14	2	-5	-0.3	5	-2	-4
O=C(Nc1ccc(N2CCCC2)c(Cl)c1)c1cccnc1	-1	-26	-2	1	-19	-0.8	10	-1	-16
Cc1ccc2ncccc2c1[N+](=O)[O-]	-6	6	14	1	0	-0.7	7	3[fluorescence artefact?]	6
CCNC(=O)CSc1nnc(-c2cccs2)o1	6	14	8	5	1	1.5	3	-2	23
CON(C)c1nc(Oc2ccc(=O)[nH]n2)nc(N(C)C)n1	4	6	0	-7	-11	0.1	3	-4	10
Cc1ccc2cccc(OCC(=O)N3CCc4ccccc43)c2n1	3	12	5	-3	-10	0.1	10	-2	-8
CC(=O)N1C(=O)CC(C)N(C(C)=O)c2ccc([N+](=O)[O-])cc21 (configuration not stated)	2	0	8	2	3	0.4	6	8	44

# Continuation.
mol	p97 ATPase inh	NPY1 pot ag	NPY-Y2 PAM-ag	NPY-Y1 antag	S1P4 antagonist	S1P4 agonist	EP2 antag	eIF4E 4G PPI	EP2 modulator
COc1ccc2nc(NC(=O)CSc3nnc(C)s3)sc2c1	5	26	-17	1	-2	1.5	-2	3[fluorescence artefact?]	3
COC(=O)NCC(c1ccco1)N1CCN(c2ccc(F)cc2)CC1 (configuration not stated)	-8	-6	8	4	-4	-0.9	2	-4	15
Cc1cccc(-c2nsc(SCC(=O)NCC3CCCO3)n2)c1 (configuration not stated)	2	11	-5	30*	-5	2.4	11	-6	3
CNc1nc2[nH]c(=O)c3c(c2s1)OC(N)=C(C#N)C3c1cccc(F)c1 (configuration not stated)	1	5	-12	6	-7	1.1	.	-5	26
CCN(CC)S(=O)(=O)c1ccc(OC)c(NC(=S)Nc2cccc(C)c2C)c1	5	3	11	-1	2	-0.9	7	-2	1
O=C(CCCCCn1c(=O)[nH]c2ccccc2c1=O)NCCc1c[nH]c2ccccc12	7	11	-3	-3	-4	0.8	10	9[fluorescence artefact?]	-43
Cc1nc2ccccc2c(=O)n1NC(=O)Cc1ccc(Br)cc1	-1	-29	-15	1	-6	0.2	5	-5	18
Cc1ccc(C(=O)CSc2ncnc3ccccc23)o1	3	1	3	4	4	-0.7	6	-2	8
COc1ccc(C)cc1NC(=S)N1CCN(S(C)(=O)=O)CC1	2	6	11	-2	-10	-1.1	0	14	25
CCOc1ccc(C(C#N)N2CCOCC2)cc1OC (configuration not stated)	-2	-22	-2	2	2	0.8	11&8	-3	12&-11
COc1cccc(-c2cc(=O)c3cc(NC(=O)c4ccc(N(C)C)cc4)ccc3[nH]2)c1	-1	-9	-13	19	7	2.1	30	2	-32
CCCOc1ccccc1Nc1nnc(C)c(=O)[nH]1	5	-5	13	-2	6	0.4	1	6[fluorescence artefact?]	24
Oc1ccc(-c2nc3ncccn3c2Nc2ccc3c(c2)OCCO3)cc1	7	-9	0	5	6	0.4	19	1	-2
CCCCN(C(=O)Nc1ccc(OCC)cc1)C1CCN(C(C)=O)CC1	-4	21	-1	-2	-10	-1.3	9	6[fluorescence artefact?]	6
COc1cc(CN(C)Cc2cc(=O)n3ccsc3n2)ccc1OC(F)F	0	-2	13	7	3	-0.1	8	2	-48
Cc1ccc(S(=O)(=O)NC(C)(C)CSc2ncccn2)cc1	-3	-1	-6	2	1	0.5	6	1	-1
COc1cc([N+](=O)[O-])ccc1NC(=O)CC1SC(=Nc2ccc(F)cc2)N(CCC2=CCCCC2)C1=O (configuration not stated)	5	3	5	-1	-6	-0.1	9	-1	-4
CC(C)NC(NC(=O)Cc1ccccc1)C(Cl)(Cl)Cl (configuration not stated)	3	17	-7	1	-10	1.2	12	5[fluorescence artefact?]	13

# These rows are one share of the data; the hit share may differ from the screen's.
